proCasp7 act: counter-screen: procaspase-7 (human) activation | recombinant procaspase-7, Ac-DEVD-pNA absorbance 405 nm; D23A/D198A/D206A triple mutant, cannot self-cleave; scale: DMSO 0, 5 µM enzyme 100 | P55210 | AID 463210 | activation, % at 8.5 µM | hit rate 0.093% among 330,000;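 active means percent activation above the screen-wide mean plus 3 SD, cut at about 25% in these data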
Target sequence (P55210 whole entry D23A/D198A/D206A): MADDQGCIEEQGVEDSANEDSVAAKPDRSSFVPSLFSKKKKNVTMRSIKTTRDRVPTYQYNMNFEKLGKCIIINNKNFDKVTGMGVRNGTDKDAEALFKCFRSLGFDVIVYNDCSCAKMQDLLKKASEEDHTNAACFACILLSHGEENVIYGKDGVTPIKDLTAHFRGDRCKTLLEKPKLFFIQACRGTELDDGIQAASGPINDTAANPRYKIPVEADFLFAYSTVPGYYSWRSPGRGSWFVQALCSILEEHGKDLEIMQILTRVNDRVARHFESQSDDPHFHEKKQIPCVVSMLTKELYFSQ
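System: Procaspase-7 triple mutant (PC-7 D3A); measure: % activation from two-timepoint absorbance difference, scaled to controls; times: 1 h compound preincubation, 2 h substrate cleavage, 25 °C; also added: Ac-DEVD-pNA substrate, 400 µM as added; measured by: Epi-absorbance of released pNA at 405 nm, two timepoints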
MEP2-GFP yeast: yeast TOR pathway MEP2-GFP modulation. hit rate 0.51% among 330,000. AID 2016. S. cerevisiae MEP2-GFP strain, flow cytometry GFP, 3 h; 100% = DMSO control level. GFP response vs DMSO, % at 10 µM;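 active means GFP response versus DMSO above a set limit, roughly screen mean plus 3 SD, cut at about 180% in these data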;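 further: median GFP fluorescence of the barcode-gated MEP2-GFP cells per well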
JMJD2C inh: human JMJD2C demethylase inhibition. Q9H3R0. GST-JMJD2C(1-420) H3K9me3 demethylation, DELFIA europium. inhibition, % at 2.35 µM. hit rate 0.069% among 330,000;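 active means more than half of a compound's replicate wells show inhibition beyond 50%, single wells judged on their own value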;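 further: signal counts dimethyl H3K9 product captured on neutravidin plate; 0% = median of DMSO wells and 100% = 0.3 times that DMSO median; strong numbers were not always called active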
Target sequence (Q9H3R0 1-420 limits assumed): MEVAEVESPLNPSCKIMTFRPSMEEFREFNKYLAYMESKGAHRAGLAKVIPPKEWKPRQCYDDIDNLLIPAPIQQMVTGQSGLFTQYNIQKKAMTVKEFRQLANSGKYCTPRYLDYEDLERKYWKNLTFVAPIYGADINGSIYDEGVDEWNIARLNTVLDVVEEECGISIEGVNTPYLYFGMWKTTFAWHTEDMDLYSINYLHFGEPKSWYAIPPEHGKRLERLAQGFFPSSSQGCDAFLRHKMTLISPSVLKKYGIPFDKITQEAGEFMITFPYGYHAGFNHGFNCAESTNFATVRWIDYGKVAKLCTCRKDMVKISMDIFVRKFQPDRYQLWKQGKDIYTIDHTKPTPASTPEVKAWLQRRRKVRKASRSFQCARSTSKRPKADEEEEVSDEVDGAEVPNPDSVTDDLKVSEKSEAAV
LAP4 TOR yeast: alters LAP4-GFP fluorescence in TOR pathway yeast screen. S. cerevisiae LAP4-GFP multiplex, flow cytometry GFP, 3 h; median GFP as percent of DMSO wells. GFP response vs DMSO, % at 10 µM. hit rate 0.34% among 320,000;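 active means GFP response vs DMSO above a set limit, about the screen mean plus 3 SD, cut at about 150% in these data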
RPL19A TOR yeast: yeast TOR pathway RPL19A-GFP modulation. S. cerevisiae RPL19A-GFP strain, flow cytometry, 3 h; stronger effect = lower value. percent response vs DMSO, % at 10 µM. hit rate 0.3% among 330,000. AID 2025;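 active means percent response vs DMSO below 50%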;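 further: median channel GFP fluorescence of the barcoded RPL19A-GFP strain; ratio of sample median GFP to plate DMSO average so 100% = DMSO; lower means less RPL19A-GFP as with rapamycin TOR inhibition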
AHR activator: activates the human aryl hydrocarbon receptor. P35869. AHR-responsive luciferase reporter cells, luminescence. activation, % at 5 µM. hit rate 2.5% among 320,000. AID 2796; in the data active means activation above about 47%;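 further: 0% = vehicle wells and 100% = reference agonist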
CR mimetic SO: caloric restriction mimetics inhibiting age-related superoxide in yeast; superoxide response (% of plate mean), % at 10 µM; AID 2690; S. cerevisiae aged cells, superoxide DHE fluorescence; stronger effect = lower value; hit rate 0.18% among 330,000;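 active means superoxide response under a set limit, about three screen SD below normal, cut at about 65% in these data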;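 further: yeast aged for seven days with compound at 30 °C before DHE staining; 100% = average MFI of all compound-treated wells on the plate with controls excluded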
proCasp3 act: procaspase-3 (human) activation | P42574 | recombinant procaspase-3 D3A, Ac-DEVD-pNA absorbance 405 nm | activation, % at 8.5 µM | hit rate 0.11% among 330,000 | AID 463141;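 active means activation above the mean of all tested compounds plus 3 SD, cut at about 21% in these data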;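 further: 0% = DMSO alone and 100% = DMSO wells spiked with extra 5 µM PC-3 D3A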
Target sequence (P42574 whole entry D9A/D28A/D175A): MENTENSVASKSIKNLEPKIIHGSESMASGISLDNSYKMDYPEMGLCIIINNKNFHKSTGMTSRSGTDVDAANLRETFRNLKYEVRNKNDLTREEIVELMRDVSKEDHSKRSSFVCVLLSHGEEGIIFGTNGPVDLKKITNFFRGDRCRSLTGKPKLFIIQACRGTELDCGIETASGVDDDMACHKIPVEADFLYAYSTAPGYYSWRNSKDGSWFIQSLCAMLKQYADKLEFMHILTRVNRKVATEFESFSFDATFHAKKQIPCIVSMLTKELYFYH
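Evaluation: percent activation relative to control range; Material: Procaspase-3 D3A mutant, all three cleavage aspartates alanine; Compound: single dose, 8.5 µM nominal compound, 0.8% DMSO; Replication: one well per compound; Signal: absorbance at 405 nm, 0 and 120 min; Schedule: 1 h preincubation plus 2 h reaction at 25 °C.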
An asterisk follows results filed as active; [ ] = remark or other dose. Rows were taken by chance; about 3.8% have a hit in one of these screens.

`CN1C(=O)NC2C1N(S(C)(=O)=O)CCN2S(C)(=O)=O` (stereo not given) gave proCasp7 act 11, MEP2-GFP yeast 95, JMJD2C inh 1, LAP4 TOR yeast 95, RPL19A TOR yeast 94, AHR activator -1, CR mimetic SO 95 and proCasp3 act -3.
`COc1cc(C(=O)OCC(=O)c2cc(C)n(CC3CCCO3)c2C)ccc1OCC(=O)N1CCOCC1` (stereo not given) gave proCasp7 act -1, MEP2-GFP yeast 98, JMJD2C inh 0, LAP4 TOR yeast 111, RPL19A TOR yeast 95, AHR activator -1, CR mimetic SO 97 and proCasp3 act 5.
For COc1ccccc1CCc1nnc(CCC(=O)NC(C)Cc2ccsc2)o1 (stereo not given) the results were proCasp7 act 14, MEP2-GFP yeast 99, JMJD2C inh -1, LAP4 TOR yeast 92, RPL19A TOR yeast 90, AHR activator 1, CR mimetic SO 78 and proCasp3 act 6.
For O=C(NCc1ccccc1)C(=O)NCC1OCCN1S(=O)(=O)c1ccc2c(c1)OCCO2 (stereo not given) the results were proCasp7 act 2, MEP2-GFP yeast 104, JMJD2C inh -2, LAP4 TOR yeast 105, RPL19A TOR yeast 99, AHR activator 0, CR mimetic SO 81 and proCasp3 act 1.
Screening CCN(CC)c1ccc(/C=N/NC(=O)c2c(Cl)c(C)nn2C)cc1 returned proCasp7 act -1, MEP2-GFP yeast 134[may fluoresce violet], JMJD2C inh 3, LAP4 TOR yeast 94[may fluoresce violet], RPL19A TOR yeast 88[may fluoresce violet], AHR activator 0, CR mimetic SO 100 and proCasp3 act -2.
`COc1ccc(-c2nc(-c3cccc([N+](=O)[O-])c3O)cc(=O)o2)cc1OC` gave proCasp7 act 12, MEP2-GFP yeast 107, JMJD2C inh -26, LAP4 TOR yeast 106, RPL19A TOR yeast 110, AHR activator -1, CR mimetic SO 114 and proCasp3 act 2.
CCCNC(=O)Nc1ccc(F)c(Cl)c1 was read as proCasp7 act 0, MEP2-GFP yeast 96, JMJD2C inh 5, LAP4 TOR yeast 108, RPL19A TOR yeast 97, AHR activator 1, CR mimetic SO 100 and proCasp3 act -1.
For Clc1ccccc1CNc1ncnc2nc[nH]c12 the results were proCasp7 act 7, MEP2-GFP yeast 106, JMJD2C inh -9, LAP4 TOR yeast 105, RPL19A TOR yeast 101, AHR activator 13, CR mimetic SO 102 and proCasp3 act 0.
For CN1CCN(CC(=O)c2cc(C(C)(C)C)c(O)c(C(C)(C)C)c2)CC1 the results were proCasp7 act 3, MEP2-GFP yeast 108, JMJD2C inh 4, LAP4 TOR yeast 96, RPL19A TOR yeast 109, AHR activator 2, CR mimetic SO 102 and proCasp3 act 3.
For CCCCn1c(-c2csc3c2CCC(C)C3)n[nH]c1=S (stereo not given) the results were proCasp7 act -13, MEP2-GFP yeast 91, JMJD2C inh 8, LAP4 TOR yeast 100, RPL19A TOR yeast 93, AHR activator 4, CR mimetic SO 115 and proCasp3 act -16.
Cc1nc2ccccc2c(=O)n1NC(=O)c1ccccc1[N+](=O)[O-] was read as proCasp7 act 2, MEP2-GFP yeast 104, JMJD2C inh 134, LAP4 TOR yeast 104, RPL19A TOR yeast 100, AHR activator 1, CR mimetic SO 101 and proCasp3 act 1.
`COc1cccc(C(=O)Nc2ccc3c(c2)C(=O)N(CC2CCCO2)C3=O)c1` (stereo not given) gave proCasp7 act 4, MEP2-GFP yeast 94, JMJD2C inh -30, LAP4 TOR yeast 104, RPL19A TOR yeast 97, AHR activator 8, CR mimetic SO 96 and proCasp3 act 10.
Screening CC(=O)OCCc1c2ccccc2c(CCCN(C)C)c2ccccc12 returned proCasp7 act 5, MEP2-GFP yeast 127, JMJD2C inh -4, LAP4 TOR yeast 108, RPL19A TOR yeast 104, AHR activator 2, CR mimetic SO 95 and proCasp3 act -4.
Cc1noc(C)c1COC(=O)CCCc1nc2ccccc2s1 was read as proCasp7 act -1, MEP2-GFP yeast 89, JMJD2C inh -1, LAP4 TOR yeast 101, RPL19A TOR yeast 93, AHR activator -4, CR mimetic SO 91 and proCasp3 act 7.
Screening S=C(NNc1ccnc2cc(Cl)ccc12)Nc1ccccc1Cl returned proCasp7 act -27, MEP2-GFP yeast 103, JMJD2C inh -10, LAP4 TOR yeast 96, RPL19A TOR yeast 106, AHR activator 41, CR mimetic SO 103 and proCasp3 act -14.
`Cc1cccc(C)c1NC(=O)C1CCCN1C(=O)OC(C)(C)C` (stereo not given) gave proCasp7 act -13, MEP2-GFP yeast 102, JMJD2C inh -13, LAP4 TOR yeast 97, RPL19A TOR yeast 101, AHR activator 4, CR mimetic SO 109 and proCasp3 act 3.
COc1cc(C(C)=O)ccc1OC(=O)CN1C(=O)c2ccccc2C1=O was read as MEP2-GFP yeast 101, JMJD2C inh 7, LAP4 TOR yeast 98, RPL19A TOR yeast 98 and CR mimetic SO 95.
For O=C(CSc1nc2ccccc2[nH]1)Nc1ccc(F)cc1 the results were proCasp7 act -8, MEP2-GFP yeast 89, JMJD2C inh -16, LAP4 TOR yeast 84, RPL19A TOR yeast 100, AHR activator -2, CR mimetic SO 106 and proCasp3 act 0.
`O=C(CCC1CCCC1)NCc1ccccn1` gave proCasp7 act 2, MEP2-GFP yeast 101, JMJD2C inh 0, LAP4 TOR yeast 102, RPL19A TOR yeast 101, AHR activator -3, CR mimetic SO 107 and proCasp3 act 0.
Screening O=C1CSC(c2cccc([N+](=O)[O-])c2)N1Cc1ccccc1 (stereo not given) returned MEP2-GFP yeast 102, JMJD2C inh 9, LAP4 TOR yeast 102, RPL19A TOR yeast 99 and CR mimetic SO 97.
`COc1ccc(-c2csc(N3CCC(c4ccccc4)CC3)n2)cc1` gave proCasp7 act 1, MEP2-GFP yeast 109, JMJD2C inh -30, LAP4 TOR yeast 103, RPL19A TOR yeast 118, AHR activator -2, CR mimetic SO 91 and proCasp3 act -5.
For CC(C)=NOC(=O)c1c(C)noc1-c1snnc1C the results were proCasp7 act -1, MEP2-GFP yeast 603*[may fluoresce violet], JMJD2C inh 9, LAP4 TOR yeast 113[may fluoresce violet], RPL19A TOR yeast 56[may fluoresce violet], AHR activator 0, CR mimetic SO 100 and proCasp3 act -10.
`CC1(C)C2([N+](=O)[O-])CN3CC1([N+](=O)[O-])CN(C2)C3c1ccc(O)c(O)c1` (stereo not given) gave proCasp7 act -12, MEP2-GFP yeast 100, JMJD2C inh 5, LAP4 TOR yeast 104, RPL19A TOR yeast 99, AHR activator 1, CR mimetic SO 101 and proCasp3 act 0.
For O=C(Nc1nc(-c2cccc3ccccc23)cs1)c1cnccn1 the results were proCasp7 act 3, MEP2-GFP yeast 99, JMJD2C inh 1, LAP4 TOR yeast 113, RPL19A TOR yeast 102, AHR activator 49*, CR mimetic SO 99 and proCasp3 act 0.
For Cc1cc2c(cc(C(=O)OCC(=O)NCc3cccs3)n2C(C)C)o1 the results were proCasp7 act 3, MEP2-GFP yeast 103, JMJD2C inh -14, LAP4 TOR yeast 111, RPL19A TOR yeast 97, AHR activator 0, CR mimetic SO 96 and proCasp3 act 3.
`COc1ccc(OCC(=O)NNC(=O)c2c(-c3ccccc3Cl)noc2C)cc1` gave proCasp7 act -3, MEP2-GFP yeast 101, JMJD2C inh -3, LAP4 TOR yeast 109, RPL19A TOR yeast 107, AHR activator 7, CR mimetic SO 110 and proCasp3 act 10.
For CC1=Nc2cc(Cl)ccc2Oc2ccccc21 the results were proCasp7 act 6, MEP2-GFP yeast 101, JMJD2C inh 4, LAP4 TOR yeast 108, RPL19A TOR yeast 98, AHR activator 0, CR mimetic SO 97 and proCasp3 act 0.
For O=C(O)c1cc(N/N=C/C(Cl)=C/c2ccccc2)ccc1Cl the results were proCasp7 act -6, MEP2-GFP yeast 103, JMJD2C inh 81, LAP4 TOR yeast 95, RPL19A TOR yeast 110, AHR activator -4, CR mimetic SO 102 and proCasp3 act 2.
Screening COc1ccc(C(=O)COC(=O)CSCc2c(C)noc2C)cc1OC returned proCasp7 act 6, MEP2-GFP yeast 106, JMJD2C inh -5, LAP4 TOR yeast 104, RPL19A TOR yeast 105, AHR activator 1, CR mimetic SO 117 and proCasp3 act 8.
For COc1ccc(NC(=S)Nc2ccc3snnc3c2)cc1 the results were proCasp7 act -11, MEP2-GFP yeast 107, JMJD2C inh 14, LAP4 TOR yeast 105, RPL19A TOR yeast 94, AHR activator 67*, CR mimetic SO 81 and proCasp3 act -11.

Compounds listed so far containing a tert-butyl group, in the order listed:
For CN1CCN(CC(=O)c2cc(C(C)(C)C)c(O)c(C(C)(C)C)c2)CC1 the results were proCasp7 act 3, MEP2-GFP yeast 108, JMJD2C inh 4, LAP4 TOR yeast 96, RPL19A TOR yeast 109, AHR activator 2, CR mimetic SO 102 and proCasp3 act 3.
`Cc1cccc(C)c1NC(=O)C1CCCN1C(=O)OC(C)(C)C` (stereo not given) gave proCasp7 act -13, MEP2-GFP yeast 102, JMJD2C inh -13, LAP4 TOR yeast 97, RPL19A TOR yeast 101, AHR activator 4, CR mimetic SO 109 and proCasp3 act 3.

(list continues)
Screening COP(=O)(/C=C/c1ccccc1)C(O)c1ccc(F)cc1 (stereo not given) returned proCasp7 act 15, MEP2-GFP yeast 98, JMJD2C inh -7, LAP4 TOR yeast 97, RPL19A TOR yeast 98, AHR activator 2, CR mimetic SO 91 and proCasp3 act -6.
CCN(CC)C(=O)C12C(=O)Oc3ccccc3C1C2(C)C(=O)c1ccc(F)cc1 (stereo not given) was read as proCasp7 act 4, MEP2-GFP yeast 94, LAP4 TOR yeast 106, RPL19A TOR yeast 95, AHR activator -2, CR mimetic SO 120 and proCasp3 act 8.
`O=C(Nc1ccccc1)C1=C(O)CC(c2ccco2)CC1=Nc1ccccc1` (stereo not given) gave proCasp7 act 0, MEP2-GFP yeast 101, JMJD2C inh 13, LAP4 TOR yeast 97, RPL19A TOR yeast 101, AHR activator 1, CR mimetic SO 100 and proCasp3 act 5.
`COc1ccc(/C=N/c2c(-c3ccco3)nc3ccccn23)cc1OC` gave proCasp7 act -1, MEP2-GFP yeast 106, JMJD2C inh 1, LAP4 TOR yeast 108, RPL19A TOR yeast 101, AHR activator 3, CR mimetic SO 109 and proCasp3 act -7.
Cc1cc(=O)oc2c(C)c(OC(C)C(=O)NCCCN3CCCC3=O)ccc12 (stereo not given) was read as proCasp7 act 2, MEP2-GFP yeast 102, JMJD2C inh 1, LAP4 TOR yeast 95, RPL19A TOR yeast 99, AHR activator 0, CR mimetic SO 82 and proCasp3 act 2.
C#CCOCCOCCOCCNc1nc(N2CCN(C(=O)Cn3cc(CCCN=C(N)N)nn3)CC2)nc(N2CCN(C(=O)[C@H]([C@@H](C)CC)n3cc(CCCCN)nn3)CC2)n1 was read as proCasp7 act -3, MEP2-GFP yeast 106, LAP4 TOR yeast 96, RPL19A TOR yeast 101, AHR activator 2, CR mimetic SO 109 and proCasp3 act 1.
Screening Cc1ccc(CSc2ccc(-c3ccc4c(c3)OCO4)nn2)cc1 returned proCasp7 act -6, MEP2-GFP yeast 106, JMJD2C inh -9, LAP4 TOR yeast 93, RPL19A TOR yeast 105, AHR activator 2, CR mimetic SO 116 and proCasp3 act 8.

Source: PubChem (several laboratories)
